m5-HT2A agonist: mouse HTR2A agonism via beta-arrestin recruitment | P35363 | CHO-K1 mHTR2A beta-arrestin complementation, luminescence; percent of 30 µM serotonin response | activation, % at 7.6 µM | 0.66% of 360,000 active;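 active = activation above a run cutoff, the mean activation of all tested compounds plus 3 SD, cut at about 14% in these data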;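 also: 0% = plate median of compound wells and 100% = 30 µM serotonin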
Target sequence (P35363 whole entry, looked up): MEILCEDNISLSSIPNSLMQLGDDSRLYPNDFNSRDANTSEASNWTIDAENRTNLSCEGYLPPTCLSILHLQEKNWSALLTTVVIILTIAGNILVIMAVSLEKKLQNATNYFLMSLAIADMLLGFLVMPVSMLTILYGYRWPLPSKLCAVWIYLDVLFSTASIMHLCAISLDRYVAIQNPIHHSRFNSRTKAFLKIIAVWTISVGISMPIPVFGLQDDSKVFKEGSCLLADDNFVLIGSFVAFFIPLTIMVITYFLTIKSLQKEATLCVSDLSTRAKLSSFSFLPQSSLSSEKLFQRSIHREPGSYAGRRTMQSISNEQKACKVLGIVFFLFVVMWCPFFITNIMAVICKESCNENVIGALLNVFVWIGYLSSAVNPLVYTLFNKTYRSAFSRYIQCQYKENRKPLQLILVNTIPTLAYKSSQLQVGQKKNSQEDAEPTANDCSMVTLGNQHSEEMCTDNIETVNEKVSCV
Vif inh: blocks HIV Vif function; HEK293T cells, Vif self-association by quenched fluorescence, imaging, 24 h; inhibition, % at 7.49 µM; 0.35% of 340,000 active; AID 602346; in the data active = inhibition above about 50%, passing the limit was not always enough; inconclusive = no clear call, values can overlap the other calls; inactive = below about 31%; also: some results filed as inactive read as strong as hits
CaV13 ICDI inh: Primary screen for inhibitors of IQ motif and Ca2+-dependent inactivation inhibitor domain binding in CACNA1D, Förster resonance energy transfer in living cells, …; HEK cells, CFP/YFP FRET ICDI-IQ, plate reader, 10 min; percent FRET-ratio fall versus neutral wells; inhibition, % at 12.3 µM; 0.098% of 340,000 active;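 active = mean replicate inhibition of at least 30% and at least 1% of replicates passing that level; inconclusive = only one of the two criteria is met; inactive = neither criterion is met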;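 also: 0% = median of the neutral control wells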
ABCB6 inh MLPCN: inhibitors of human ABC transporter ABCB6; fluorescence ratio to DMSO, % at 10 µM; K562-ABCB6 porphyrin accumulation, flow cytometry, 1 h; stronger effect = lower value; Q9NP58; 0.19% of 360,000 active; AID 602162;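 active = fluorescence ratio to DMSO below 75%, the collection mean minus 3 SD; inconclusive = too few cells collected in the well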;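 also: signal is porphyrin accumulated inside mitochondria; 100% equals median channel fluorescence of DMSO control wells; lower ratio means ABCB6 inhibition with less porphyrin fluorescence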
Cardio protect: protects H9c2 cardiomyocytes from peroxide injury; AID 588492; H2O2 injury protection, ATPLite, 2 h; 0.63% of 360,000 active; protection from H2O2 cell death, % at 20 µM;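 active = compounds giving at least 50% protection of heart cells from peroxide-induced death in the single-dose screen, raw or plate-pattern-corrected value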;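 also: 0% = DMSO wells with peroxide and 100% = DMSO wells without peroxide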
N-glyco inh: blocks N-linked glycosylation in D54 reporter cells; D54 ERlucT glycosylation luciferase reporter, 24 h; percent of 100 nM tunicamycin response; reporter increase, % at 12.5 µM; 0.23% of 360,000 active;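 active = mean luciferase reporter signal, scaled so untreated is 0 and the glycosylation-blocking control 100, at or above a set limit in every replicate; inconclusive = mean reaches the limit but not every replicate does; inactive = mean below the limit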;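 also: luciferase carries N-glycosylation sites so blocking glycosylation raises the light; 0% = median of neutral control wells and 100% = median of 100 nM tunicamycin wells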
iPSC survival up: increases survival of single human iPS cells; hiPSC single-cell survival, ATPlite luminescence; 100% = ROCK inhibitor wells, 0% = DMSO; survival enhancement, % at 20 µM; 0.044% of 360,000 active; AID 602274; in the data active = survival enhancement above about 18%;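 also: cells exposed to compounds for 16 hours before the ATP read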
Granule exo inh: blocks lytic granule exocytosis; TALL-104 LAMP-1 surface exposure, flow cytometry; cells stimulated with thapsigargin and PMA; inhibition, % at 10 µM; 0.66% of 360,000 active;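 active = inhibition above about 55%, limit read from the data; inconclusive = no clear call, values can overlap the other calls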
PDI turbidity: inhibitors of human protein disulfide isomerase; inhibition, % at 10 µM; AID 588391; P07237; 0.052% of 350,000 active; PDI insulin aggregation turbidity, A650, 90 min;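 active = mean inhibition across replicates of 30% or more, whatever share of single replicates reach that level; inconclusive = mean inhibition below 30% while every single replicate reaches 30%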;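 also: absorbance from insulin aggregation driven by PDI reduction with DTT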
Target sequence (P07237 whole entry, looked up): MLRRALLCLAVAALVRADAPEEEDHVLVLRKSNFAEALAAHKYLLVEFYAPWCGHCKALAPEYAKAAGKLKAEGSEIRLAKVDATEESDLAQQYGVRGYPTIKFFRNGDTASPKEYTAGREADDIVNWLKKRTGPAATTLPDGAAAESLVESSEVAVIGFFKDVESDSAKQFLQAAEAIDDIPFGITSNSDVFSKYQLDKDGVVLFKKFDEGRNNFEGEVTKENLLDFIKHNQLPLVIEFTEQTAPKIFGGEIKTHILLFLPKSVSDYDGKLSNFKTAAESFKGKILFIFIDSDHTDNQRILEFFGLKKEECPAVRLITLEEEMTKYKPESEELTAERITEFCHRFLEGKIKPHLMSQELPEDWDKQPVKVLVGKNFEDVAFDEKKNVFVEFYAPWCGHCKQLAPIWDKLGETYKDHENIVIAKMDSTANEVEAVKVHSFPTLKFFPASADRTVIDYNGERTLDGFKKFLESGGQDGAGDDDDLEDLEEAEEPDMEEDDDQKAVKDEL
aDG glyco act: increases alpha dystroglycan glycosylation | Pro5-aDG cells, alpha-DG glycosylation AlphaScreen (IIH6); 0% Pro5, 100% B10-LARGE cell signal | activation, % at 10 µM | 0.22% of 360,000 active | AID 624168;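 active = activation of at least 8% versus controls, or a plate z-score of at least 8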;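 also: Pro5 are CHO cells carrying HIG-tagged alpha-DG that lacks glycosylation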
* = called active by the depositor; ? = inconclusive; / = not tested or not shown. Rows were taken by chance. About 3.1% of those tested had a hit in this group.

entry | compound | m5-HT2A agonist | Vif inh | CaV13 ICDI inh | ABCB6 inh MLPCN | Cardio protect
1 | NS(=O)(=O)c1ccc(NC(=O)COC(=O)c2ccc(Cl)nc2)cc1 | -5 | 3 | -2 | 100 | 2
2 | COc1ccc(-c2cc(-c3cc(C)ccc3O)[nH]n2)cc1 | 1 | -11 | 10 | 99 | -8
3 | CC(C)C(C(=O)NCc1ccco1)N(CC1CCCO1)C(=O)CNS(=O)(=O)c1ccc(F)cc1 (centres undefined) | 8 | 21 | -3 | 97 | 0
4 | Cc1ccc(N(CC(=O)N2CCOCC2)S(C)(=O)=O)cc1C | 0 | 2 | -6 | 104 | -2
5 | COc1ccc(N2CCN(C(=O)c3cccc(N4C(=O)C5CC=CC(C)C5C4=O)c3)CC2)cc1 (centres undefined) | 2 | -3 | / | 94 | 0
6 | O=C(COC(=O)c1ccc(O)cc1)Nc1ccc2c(c1)OCO2 | 7 | ? | -10 | 97 | 3
7 | COCC1CCCN(C(=O)c2cc(COc3cncc(Cl)c3)on2)C1 (centres undefined) | 0 | -2 | -5 | 96 | -1
8 | COc1ccc(-c2c(C)nc(N)nc2-c2ccc(OC)cc2O)cc1 | -1 | -7 | -7 | 99 | 9
9 | COC(=O)c1ccc(COc2c(F)c(F)cc(F)c2F)o1 | -1 | 6 | -20 | 98 | 0
10 | O=C(O)[C@@H]1Cc2c([nH]c3ccccc23)C2CCC(=O)N21 (some centres undefined) | 3 | / | -20 | 103 | 3
11 | Cc1cccc(OCC(=O)NNC(=O)c2cc(S(=O)(=O)N(C)C)ccc2N2CCCC2)c1 | 2 | -3 | -5 | 95 | 16
12 | CSc1ccccc1NC(=O)CN(C)CC(=O)NCc1ccccc1 | -3 | 6 | -3 | 99 | 2

entry | N-glyco inh | iPSC survival up | Granule exo inh | PDI turbidity | aDG glyco act
1 | -1 | 1.1 | 1 | -5 | 0.2
2 | 4 | -1.2 | 2 | 22 | 0.9
3 | 2 | 0.0 | 6 | -14 | -0.1
4 | -1 | -0.7 | -2 | -3 | 0.0
5 | -2 | -1.7 | -3 | -17 | 0.1
6 | 0 | -0.4 | -4 | 9 | 0.1
7 | -3 | -0.6 | -4 | -3 | 0.1
8 | -1 | -0.1 | 0 | -20 | 0.0
9 | 0 | 1.0 | 5 | 9 | -0.1
10 | 1 | -0.2 | 15 | -3 | -0.2
11 | -1 | 0.7 | 0 | -10 | -0.1
12 | 1 | 0.1 | -3 | -3 | -0.1

Continued.
entry | compound | m5-HT2A agonist | Vif inh | CaV13 ICDI inh | ABCB6 inh MLPCN | Cardio protect
13 | Cc1ccc(-n2nc3c([n+]2[O-])CCc2c-3no[n+]2[O-])cc1 | -1 | 0 | -5 | 99 | -2
14 | O=C1NC[C@H](CCCCN2C[C@H](Cc3ccc(O)cc3)N(CC3CCCCC3)C(=O)C2=O)N(Cc2ccccc2)C1=O | -5 | / | -5 | 98 | /
15 | C/C=C(\C)CN1CCC(n2nccc2NC(=O)c2ccc3c(c2)OCO3)CC1 | -6 | -3 | -5 | 103 | 0
16 | CN(C)/C=C1\C(=O)Nc2ccccc21 | 7 | -1 | / | 99 | 6
17 | COC(=O)C1(NC(=O)NC23CC4CC(CC(C4)C2)C3)CCCCC1 | -4 | 1 | -6 | 92 | 21
18 | COc1cccc(-c2ccc3c(c2)O[C@@H](CN(C)Cc2cncnc2)[C@@H](C)CN([C@H](C)CO)S3(=O)=O)c1 | 3 | -3 | -6 | 101 | 6
19 | N#C/C(=C\C1CC=CCC1)c1nc2ccccc2[nH]1 (centres undefined) | -2 | -7 | -5 | 83 | -2
20 | Cc1cccc(NC(=O)CN2C(=O)c3ccccc3C2=O)c1C | 4 | 2 | -5 | 90 | 3
21 | C#CCOCCOCCOCCNc1nc(N2CCN(C(=O)[C@H](CCC(=O)O)n3cc(CN)nn3)CC2)nc(N2CCN(C(=O)[C@H](CCC(=O)O)n3cc(CN)nn3)CC2)n1 | -2 | / | -5 | 100 | -2
22 | Cc1nc(C(F)(F)F)ccc1C(=O)N1CCC1(C)C(=O)NCc1cccs1 (centres undefined) | -4 | / | -10 | 98 | 0
23 | CCOC(=O)N1CCN(C(=O)C(=O)Nc2sc3c(c2C(=O)O)CC(C)(C)OC3)CC1 | -2 | 0 | -3 | 98 | -2
24 | Cc1sc2ncnc(N3CCN(Cc4ccccc4)CC3)c2c1-c1ccc(F)cc1 | -1 | 4 | -7 | 100 | -2

entry | N-glyco inh | iPSC survival up | Granule exo inh | PDI turbidity | aDG glyco act
13 | -10 | -0.9 | -1 | -2 | 1.3
14 | / | 1.0 | -2 | / | -0.2
15 | 0 | 0.1 | -2 | -2 | 0.0
16 | 0 | 1.3 | -2 | 8 | -0.2
17 | 1 | 0.5 | 0 | 3 | 0.0
18 | 2 | -0.9 | 15 | 3 | 0.0
19 | 3 | -0.6 | -5 | -12 | -0.2
20 | 0 | -3.3 | 1 | 9 | 0.0
21 | 1 | -0.3 | 3 | -6 | 0.2
22 | 1 | 0.8 | 1 | -1 | -0.4
23 | -1 | -0.1 | -1 | 0 | 0.7
24 | -7 | -0.5 | 65* | 4 | -0.3

Quoted from the listing:
In iPSC survival up, cpd 15 is entered as 0.1
In ABCB6 inh MLPCN, cpd 14 is entered as 98

Going on with the list.
entry | compound | m5-HT2A agonist | Vif inh | CaV13 ICDI inh | ABCB6 inh MLPCN | Cardio protect
25 | CC(C)C[C@H](CO)N(Cc1ccccc1)S(=O)(=O)N(Cc1ccccc1)[C@@H](CO)CC(C)C | 9 | -4 | -9 | 91 | -3
26 | COc1ccc(CC(=O)OCC(=O)Nc2cccnc2Cl)cc1OC | -3 | 10 | 1 | 97 | 7
27 | COc1ccc(C)cc1NCc1cc(=O)oc2cc(-c3ccccc3)c(O)cc12 | -7 | -6 | -4 | 93 | 7
28 | C=CCn1c(=O)c2c(nc(Br)n2Cc2ccccc2Cl)n(C)c1=O | 7 | -5 | -5 | 103 | 3
29 | COc1ccc(/C=N/NC(=O)c2ccc(NC(=O)c3ccccc3Br)cc2)cc1 | -2 | -10 | -5 | 84 | 22
30 | COc1ccc2cc3c(N)nn(C(=O)Cc4ccc(Cl)cc4)c3nc2c1 | 5 | -9 | -8 | 94 | 0
31 | CCCCN(CC)CCCNC(=S)Nc1ccc2nc(N3CCN(C)CC3)cc(C)c2c1 | 2 | -2 | -3 | 97 | 7
32 | COc1ccccc1CNC(=O)CCC(=O)N1CC(C)Sc2ccccc21 (centres undefined) | 6 | 0 | -5 | 98 | 6
33 | CSCCC1NC2(C(=O)Nc3c(Cl)cccc32)[C@@H]2C(=O)N(C3CCCC3)C(=O)[C@H]12 (some centres undefined) | 3 | 2 | -6 | 102 | 4
34 | CCC1(c2ccccc2)NC(=O)N(Cc2ccc(C(=O)OC)cc2)C1=O (centres undefined) | 14 | -3 | -2 | 98 | 7
35 | CCOc1ccc(CNn2nnnc2N)cc1 | 0 | -3 | -5 | 92 | 4
36 | CC(NC(=S)Nc1cccc(F)c1)C(c1cccs1)N1CCOCC1 (centres undefined) | -3 | 1 | -4 | 96 | -2

entry | N-glyco inh | iPSC survival up | Granule exo inh | PDI turbidity | aDG glyco act
25 | -9 | 2.6 | 18 | -11 | 2.2
26 | 1 | -0.5 | 2 | 1 | 0.1
27 | 12 | -1.0 | -1 | 3 | 0.2
28 | -1 | 4.4 | 4 | 2 | 1.0
29 | -8 | -2.3 | 0 | -5 | 0.1
30 | -11 | 0.2 | -1 | -5 | 1.4
31 | 2 | -0.4 | 0 | 5 | 0.6
32 | 1 | -0.8 | -5 | / | -0.1
33 | 2 | 0.2 | -2 | -7 | 0.2
34 | 3 | 1.1 | 4 | 7 | 0.0
35 | 1 | 1.1 | 3 | -5 | 0.1
36 | 1 | -0.2 | -6 | -4 | 0.1

Continued:
entry | compound | m5-HT2A agonist | Vif inh | CaV13 ICDI inh | ABCB6 inh MLPCN | Cardio protect
37 | O=C(CSc1nc(O)cc(=O)n1-c1ccccc1)Nc1nc2ccccc2s1 | 3 | -13 | -5 | 98 | 6
38 | CC(C)c1ccc2nc(NC(=O)C3CC3)sc2c1 | 2 | -18 | -9 | 91 | -20
39 | CC(=O)OC1CC(C)(C)N(OC(=O)CCCN2C(=O)c3ccccc3C2=O)C(C)(C)C1 | -3 | 4 | / | 91 | 1
40 | O=C(Nc1nc2ccc(S(=O)(=O)N3CCCC3)cc2s1)C1CCCO1 (centres undefined) | 0 | 6 | -6 | 100 | 8
41 | Cc1nn(-c2ccccc2)c(N2CCCC2)c1/C=C1\N=C(c2ccc(OC(C)C)cc2)OC1=O | -4 | -6 | -6 | 111 | -8
42 | O=C(Cc1ccc(Br)cc1)c1ccc(O)cc1O | -6 | 3 | -6 | 98 | -14
43 | CCn1c(SCC(=O)N2CCN(c3ccccc3)CC2)nnc1-c1ccoc1C | -1 | 16 | -4 | 83 | 1
44 | CCc1ccc(N(CC)C(=O)c2ccc3c(Cl)c4c(nc3c2)CCC4)cc1 | -5 | -6 | -6 | 94 | -6
45 | O=C(c1ccccc1Sc1ccc([N+](=O)[O-])cc1)N1CCCCC1 | -2 | 4 | -20 | 93 | 0
46 | COc1ccc(-c2nc(CS(=O)CC(=O)NC3CCC(C)CC3)c(C)o2)cc1OC (centres undefined) | 5 | -1 | -5 | 96 | 0
47 | COc1ccc(OC)c(-n2c(-c3cccc(C)c3)n[nH]c2=S)c1 | 2 | -1 | -2 | 103 | -5
48 | O=C(OCC(=O)N1CCc2ccccc21)c1ccc(Cl)nc1 | 6 | 2 | -4 | 101 | -2

entry | N-glyco inh | iPSC survival up | Granule exo inh | PDI turbidity | aDG glyco act
37 | 0 | -0.1 | -2 | 8 | -0.1
38 | -4 | 2.8 | 3 | / | 0.0
39 | 2 | -0.6 | -1 | 1 | -0.3
40 | -2 | 0.4 | 1 | -3 | -0.5
41 | 2 | -0.6 | 0 | -8 | 0.3
42 | 0 | -1.5 | -8 | 13 | -0.7
43 | 0 | 5.9 | 0 | -8 | 0.2
44 | -5 | 0.6 | 27 | / | 0.0
45 | -1 | -1.0 | -2 | 2 | 0.2
46 | 3 | 0.1 | -3 | 6 | 0.3
47 | 2 | 4.7 | -12 | 0 | 0.2
48 | 1 | -1.0 | -6 | 5 | 0.1

Another view of part of the listing above.
item | smiles | m5-HT2A agonist | Vif inh | CaV13 ICDI inh | ABCB6 inh MLPCN | Cardio protect | N-glyco inh | iPSC survival up | Granule exo inh | PDI turbidity | aDG glyco act
44 | CCc1ccc(N(CC)C(=O)c2ccc3c(Cl)c4c(nc3c2)CCC4)cc1 | -5 | -6 | -6 | 94 | -6 | -5 | 0.6 | 27 | / | 0.0
45 | O=C(c1ccccc1Sc1ccc([N+](=O)[O-])cc1)N1CCCCC1 | -2 | 4 | -20 | 93 | 0 | -1 | -1.0 | -2 | 2 | 0.2
46 | COc1ccc(-c2nc(CS(=O)CC(=O)NC3CCC(C)CC3)c(C)o2)cc1OC (centres undefined) | 5 | -1 | -5 | 96 | 0 | 3 | 0.1 | -3 | 6 | 0.3
47 | COc1ccc(OC)c(-n2c(-c3cccc(C)c3)n[nH]c2=S)c1 | 2 | -1 | -2 | 103 | -5 | 2 | 4.7 | -12 | 0 | 0.2
